Screening results as filed in PubChem.
Polio RdRp inh – poliovirus RNA polymerase inhibition; P03300; poliovirus polymerase elongation, fluorescence polarization; active compounds read low; % elongation, % (compound at 16.7 µg/mL); actives 0.66% (n = 150,000); in the data active means % elongation below about 90%; further: some results filed as inactive read as strong as hits
Target sequence (P03300 1749-2209 limits assumed): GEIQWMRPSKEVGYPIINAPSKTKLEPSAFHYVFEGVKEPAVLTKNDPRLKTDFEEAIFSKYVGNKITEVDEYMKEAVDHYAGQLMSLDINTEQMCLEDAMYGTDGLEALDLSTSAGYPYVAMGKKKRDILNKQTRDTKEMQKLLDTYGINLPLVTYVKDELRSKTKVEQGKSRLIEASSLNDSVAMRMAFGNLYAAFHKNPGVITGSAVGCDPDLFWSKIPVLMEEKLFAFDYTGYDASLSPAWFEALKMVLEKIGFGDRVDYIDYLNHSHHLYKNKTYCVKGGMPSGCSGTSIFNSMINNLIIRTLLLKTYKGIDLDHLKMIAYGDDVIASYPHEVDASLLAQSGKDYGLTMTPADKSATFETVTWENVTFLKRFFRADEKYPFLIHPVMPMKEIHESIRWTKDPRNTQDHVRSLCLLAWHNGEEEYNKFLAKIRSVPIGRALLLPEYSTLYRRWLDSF
Polio RdRp inh FP z-score – second read-out of Polio RdRp inh, no call of its own (marks repeat the call); z-score; measured here: FP z-score; hits read low
Numbers without * were called inactive.

SMILES | Polio RdRp inh | Polio RdRp inh FP z-score
Cc1ccc(N2CCN(S(=O)(=O)c3cc(Br)cc4c3N(C(=O)C3CC3)CC4)CC2C)cc1 (centres undefined) | 105.0 | 0.1
CCc1cc(CC)c(CO)c(CC)c1/C=N/O | 101.0 | 0.4
Cc1c(Cl)cccc1NC(=O)CCN1CCC(C(N)=O)CC1 | 102.0 | 0.2
CCNc1ccc2noc3c2c1C(=O)c1ccccc1-3 | 87.0 | -5.4
Cc1ccccc1NC1=NCCCS1 | 104.0 | 1
CSc1cccc(NC(=O)/C=C/c2ccccc2)c1 | 98.0 | -0.6
Cc1nn(-c2ccc3nnc(C)n3n2)c(C)c1CCC(=O)O | 101.0 | -1.1
CCCCN(C)CCCNC(=O)Cn1ncc2c3ccccc3n(Cc3cc(C)ccc3C)c2c1=O | 107.0 | -0.1
Cc1ccc(N2COc3cc4c(cc3C2)OCO4)cc1C | 102.0 | 0.2
CSc1cccc(NC(=O)c2cccc(CS(C)(=O)=O)c2)c1 | 104.0 | 0.1
CC(=NCc1ccccc1)c1sc2ccccc2c1O | 103.0 | 0.8
CC(C)N1C(=O)C(O)(CC(=O)c2ccccc2Br)c2ccccc21 (centres undefined) | 103.0 | 0.6
CCS(=O)(=O)Nc1ccc(-c2cn3c(C)csc3n2)cc1 | 108.0 | 0.1
COc1ccc(/C=C/C(=O)Nc2c3c(nc4c2CCC4)CCCC3)cc1OC | 103.0 | 0.4
CCOc1ccc(C2C(C(=O)Nc3ccc(Cl)cc3)=C(C)Nc3nc(C(F)(F)F)nn32)cc1 (centres undefined) | 102.0 | -1
Cc1cc(C)cc(CC(CC(=O)Nc2nncs2)C(=O)Nc2nncs2)c1 (centres undefined) | 101.0 | -0.4
C=CCn1c(=O)c2c3c(sc2n2c(Nc4ccccc4)nnc12)CCCC3 | 101.0 | 0.3
COc1ccc(N2CC(NC(=O)c3ccco3)CC2=O)cc1OC (centres undefined) | 105.0 | -0.5
O=C(OCc1nc2ccccc2s1)c1cc(=O)[nH]c(=O)[nH]1 | 100.0 | -0.5
Cc1ccc(N2C(=O)NC(=O)/C(=C\c3ccco3)C2=O)c(C)c1 | 99.0 | -0.2
O=c1c2ccccc2n(Cc2ccccc2)c(=O)n1Cc1nc(-c2ccccc2)no1 | 102.0 | 0
COC(=O)Cc1c(C)c2ccc(O)c(C)c2oc1=O | 105.0 | 0.8
CCN(CC)c1cccc(OC(=O)c2cccnc2Cl)c1 | 100.0 | -0.3
Cc1ccc(NC(=O)CCN2C(=O)c3ccccc3Sc3ncccc32)c(C)c1 | 102.0 | -0.1
Cc1cccc(-c2nc(SCC(=O)Nc3ccc4c(c3)OCO4)c(-c3ccccc3)[nH]2)c1 | 110.0 | -0.6
CC1=CC(C)(C)N(C(=O)c2ccccc2)c2ccccc21 | 102.0 | 0.2
CN(C)Cc1nc2ccccc2c(=O)n1Cc1nc(-c2cc3ccccc3o2)cs1 | 103.0 | 0.1
C=CCOc1cccc(C(=O)NCCC)c1 | 105.0 | 1.4
CCOC(=O)N1CCC(NC(=O)c2nn(C)c3c2CS(=O)(=O)c2ccccc2-3)CC1 | 104.0 | 1
O=C1NC2C=NN(c3ccccc3)C(=O)C2NC1=O (centres undefined) | 104.0 | 0.8
COc1ccc(CN2C(=O)c3ccccc3C2C(=O)NC2CCCC2)c(OC)c1 (centres undefined) | 101.0 | 0
CC1=NN(c2ccc(C)c(C)c2)C(=O)/C1=C\c1ccc(-c2ccc(S(N)(=O)=O)cc2)o1 | 100.0 | -0.1
CC1(C)CC(n2c(=O)c3c(n4cnnc24)-c2ccccc2CC32CCCCC2)CCO1 (centres undefined) | 103.0 | 0.4
CSc1scc2c1C(=O)CC(C)(C)C2 | 103.0 | -0.3
CCCn1cc(S(=O)(=O)CC(=O)Nc2ccc(C)cc2)c2ccccc21 | 98.0 | -0.3
O=C(NC1CC1)C1CCN(C(=O)c2ccc(Cl)cc2)CC1 | 104.0 | 1.1
CN(C)C(=S)SCC(=O)Nc1ccc(C#N)cc1 | 103.0 | 0.3
COc1ccc(S(=O)(=O)N(CC(=O)NCCSc2ccccc2)c2ccc(Cl)cc2)cc1 | 100.0 | -1.5
O=C(/C=C/c1ccccc1)C1=C(O)C(=O)N(CCO)C1c1ccc2c(c1)OCO2 (centres undefined) | 103.0 | 0.4
c1ccc(CCc2nc3ccccc3[nH]2)cc1 | 101.0 | -0.6
COc1ccc(C2CCN(C(=O)N(C(C)C)C(C)C)CC2)cc1 | 103.0 | 0.2
CCCc1nc2c(o1)OC(N)=C(C#N)C2c1cccc(O)c1 (centres undefined) | 99.0 | -0.2
COCCN1C(=O)c2ccccc2C(C(=O)N2CCN(c3ccccc3OC)CC2)C1c1ccc(F)cc1 (centres undefined) | 99.0 | -0.1
COc1ccccc1-c1cc(NC(=O)COc2ccc(C)c(C)c2)n(-c2ccccc2)n1 | 107.0 | -0.1
CCc1ccc(NC(=O)C(OC)c2ccccc2)cc1 (centres undefined) | 101.0 | 0.2
Nc1c(S(=O)(=O)c2ccccc2)c2nc3ccccc3nc2n1-c1cccc(S(N)(=O)=O)c1 | 106.0 | 0.5
Cc1ccccc1OCC(O)CNC(C)C1CC2CCC1C2 (centres undefined) | 108.0 | -0.2
COc1ccc(C(=O)OCC(=O)Nc2ccc3[nH]c(=O)[nH]c3c2)cc1 | 103.0 | 0.1
CCC(C)(C)NC(=O)c1cc(Cl)ccc1OC | 100.0 | -0.4
CCN(CC)S(=O)(=O)c1ccc(N2CCN(C(=O)c3ccccc3)CC2)nc1 | 107.0 | 0.6
CCOC(=O)c1ccc(-c2ccc(/C=C(\C#N)C(=O)Nc3cccc(C)c3)o2)cc1 | 73.0 | -5.8
CCOc1ccc(CNC(=O)CSc2c3c(nc4ccc(Cl)cc24)CCCC3)cc1 | 104.0 | 0
CS(=O)(=O)N1CCC(NC(=O)Cc2ccccc2)CC1 | 98.0 | -1.3
CCc1nnc(NC(=O)c2ncn[nH]2)s1 | 96.0 | -0.6
Cc1c(C#N)c2ncnc(-c3ccccc3)c2n1Cc1ccccc1 | 100.0 | 0.2
CCOC(=O)CCc1c(C)nn(-c2ccc(Cl)nn2)c1C | 104.0 | 0.3
O=c1c2c(-c3ccccc3)csc2ncn1-n1cccc1 | 105.0 | 0.7
CCOc1ccc(NC(=O)COC(=O)c2cccc(OC)c2)cc1 | 102.0 | 0.1
Cc1ccccc1C(=O)Nc1cccc(C(=O)OCc2cc(=O)n3c(C)csc3n2)c1 | 101.0 | -1.3
COc1cc2c3c(c1OC)C1(C=CC(=O)C=C1)CC3N(C(C)=O)CC2 (centres undefined) | 104.0 | 0.7

Next section
SMILES | Polio RdRp inh | Polio RdRp inh FP z-score
CN1CCC(N(C)C(=S)Nc2ccccc2)CC1 | 101.0 | 0.5
O=C(CC(O)(c1ccccc1)C(F)(F)F)c1cccs1 (centres undefined) | 104.0 | 0.6
COc1ccc(NC(=O)C2CCCN(S(=O)(=O)c3c(C)n[nH]c3C)C2)cc1OC (centres undefined) | 104.0 | -1
CC(=O)N(CN1C(=O)CCC1=O)c1ccc(Cl)c(Cl)c1 | 100.0 | -0.8
COc1ccc(NC(=O)C(Cc2ccccc2)NS(=O)(=O)c2ccc(Br)s2)cc1OC (centres undefined) | 104.0 | -1.4
O=C(Cc1ccccc1)c1cc(O)c(O)cc1O | 104.0 | 0.7
COc1ccc(OC)c(S(=O)(=O)NNC(=S)Nc2ccc3c(c2)OCO3)c1 | 99.0 | -0.7
COC(=O)c1ccc(-n2c(/C=C\c3cccc(Br)c3)nc3ccccc3c2=O)cc1 | 111.0 | 0.6
O=C(/C=C\c1ccccc1)NC1CC(=O)N(c2ccccc2)C1 (centres undefined) | 108.0 | 0.2
COC(=O)c1nnn(CC(=O)Nc2ccc(OC)cc2)c1N | 103.0 | 1.2
CCOc1cc(C)nc(NCCc2ccc(OC)c(OC)c2)n1 | 101.0 | -0.5
Cn1c(NCCO)nc2c1c(=O)n(Cc1cccc(F)c1)c(=O)n2C | 112.0 | 0.2
COC(=O)c1ccc2c(c1)N(Cc1ccccc1)C(=O)c1ccccc1S2(=O)=O | 112.0 | 0.8
COc1cc2nc(NCc3ccccc3)n3nc(-c4ccccc4)nc3c2cc1OC | 104.0 | 0
COC(=O)c1cc(C(=O)c2ccccc2)n2c(=O)/c(=C\N(C)C)sc12 | 118.0 | 1.4
O=C(CCC1N=C2c3ccccc3N=C(SCc3cccc(Cl)c3)N2C1=O)NCCc1ccccc1 (centres undefined) | 104.0 | -0.2
CSc1nc2c(c(=O)[nH]1)C(c1ccc3c(c1)OCO3)CC(=O)N2 (centres undefined) | 100.0 | -0.8
CCOc1ccccc1CNCCNC(=O)c1nonc1N | 106.0 | 0.2
CCn1c(CNC(=O)N(c2ccccc2)c2ccccc2)nnc1SC | 105.0 | 1.3
S=C(NCc1ccco1)NCC1CCCO1 (centres undefined) | 99.0 | -0.3
COc1cc(NC(=O)C2=C(N3CCOCC3)/C(=C\c3ccc(N(C)C)cc3)CCC2)cc(OC)c1OC | 105.0 | 0.4
Cc1ccc(CNC(=O)C2CCCN(S(=O)(=O)c3c(C)noc3/C=C/N(C)C)C2)cc1 (centres undefined) | 100.0 | -0.5
CCC(C)c1ccc(OCC(=O)Nc2cccc3ccc(C)nc23)cc1 (centres undefined) | 103.0 | -0.3
COc1ccc(-c2noc(CSc3nc4ccccc4[nH]3)n2)cc1OC | 97.0 | -1.7
O/N=C(\c1ccccc1)C(O)c1ccccc1 (centres undefined) | 104.0 | 0.3
CCCn1c(C(C)NC(=O)C(C)(C)C)nc2ccccc21 (centres undefined) | 99.0 | -0.1
Nc1c(C(=O)CCC(=O)O)oc2ccccc12 | 103.0 | 0.4
Cc1ccc2oc3c(c(=O)c2c1)C(c1ccc([N+](=O)[O-])cc1)N(CCCN1CCOCC1)C3=O (centres undefined) | 101.0 | -1
O=S(=O)(NCc1ccccc1)c1ccc2c(c1)OCCO2 | 105.0 | 0.6
CCc1nc2ccccc2c(C(=O)OCC(=O)c2ccccc2)c1C | 105.0 | 1.1

18 compounds already listed, sorted by number of heavy atoms, lowest first.
SMILES | Polio RdRp inh | Polio RdRp inh FP z-score
CCc1nnc(NC(=O)c2ncn[nH]2)s1 | 96.0 | -0.6
S=C(NCc1ccco1)NCC1CCCO1 (centres undefined) | 99.0 | -0.3
Nc1c(C(=O)CCC(=O)O)oc2ccccc12 | 103.0 | 0.4
CN1CCC(N(C)C(=S)Nc2ccccc2)CC1 | 101.0 | 0.5
CSc1cccc(NC(=O)/C=C/c2ccccc2)c1 | 98.0 | -0.6
O=C(CC(O)(c1ccccc1)C(F)(F)F)c1cccs1 (centres undefined) | 104.0 | 0.6
O=S(=O)(NCc1ccccc1)c1ccc2c(c1)OCCO2 | 105.0 | 0.6
Cc1c(Cl)cccc1NC(=O)CCN1CCC(C(N)=O)CC1 | 102.0 | 0.2
CSc1nc2c(c(=O)[nH]1)C(c1ccc3c(c1)OCO3)CC(=O)N2 (centres undefined) | 100.0 | -0.8
CCOc1ccc(NC(=O)COC(=O)c2cccc(OC)c2)cc1 | 102.0 | 0.1
COC(=O)c1cc(C(=O)c2ccccc2)n2c(=O)/c(=C\N(C)C)sc12 | 118.0 | 1.4
CCn1c(CNC(=O)N(c2ccccc2)c2ccccc2)nnc1SC | 105.0 | 1.3
C=CCn1c(=O)c2c3c(sc2n2c(Nc4ccccc4)nnc12)CCCC3 | 101.0 | 0.3
Cc1ccc(NC(=O)CCN2C(=O)c3ccccc3Sc3ncccc32)c(C)c1 | 102.0 | -0.1
CN(C)Cc1nc2ccccc2c(=O)n1Cc1nc(-c2cc3ccccc3o2)cs1 | 103.0 | 0.1
COc1cc2nc(NCc3ccccc3)n3nc(-c4ccccc4)nc3c2cc1OC | 104.0 | 0
Cc1ccc2oc3c(c(=O)c2c1)C(c1ccc([N+](=O)[O-])cc1)N(CCCN1CCOCC1)C3=O (centres undefined) | 101.0 | -1
CCCCN(C)CCCNC(=O)Cn1ncc2c3ccccc3n(Cc3cc(C)ccc3C)c2c1=O | 107.0 | -0.1

Continuation.
SMILES | Polio RdRp inh | Polio RdRp inh FP z-score
CCOC(=O)N1CCC(N=Cc2ccc(OC(C)C)cc2)CC1 | 101.0 | -0.5
O=C(ON(C(=O)c1ccc(F)cc1)C1C2CC3CC(C2)CC1C3)c1ccc(F)cc1 (centres undefined) | 98.0 | -0.9
O=C1CC(c2ccccc2)OC12CCCCC2 (centres undefined) | 102.0 | 0
CCCN1CCN(CCNC(=O)Nc2ccccc2OCC)CC1 | 103.0 | -0.7
Clc1ccc(N=c2scc(-c3cccs3)n2CCCN2CCOCC2)cc1 | 101.0 | 0
CC1=NN(c2ccccc2)C(=O)/C1=C/c1c(C)[nH]n(-c2ccccc2)c1=O | 98.0 | -0.7
O=S(=O)(NCc1ccc(Cl)cc1Cl)c1ccc(N2CCOCC2)nc1 | 103.0 | 0.4
CC(=O)N1c2ccc(S(=O)(=O)NCC3CCC(C(=O)NC4CCCC4)CC3)cc2CC1C (centres undefined) | 103.0 | 0.5
Cc1ccc(CC(C(=O)O)C(C)C(=O)Nc2ccc(F)cc2)cc1 (centres undefined) | 101.0 | -0.3
O=C(Nc1cccc(C(F)(F)F)c1)Nc1nnc(N2CCCCC2)s1 | 112.0 | 0.9
O=C(NCc1ccccn1)c1ccc2c(c1)CCN2S(=O)(=O)c1ccc(Cl)cc1 | 100.0 | -0.9
C=CCn1c(=O)c2ccccc2n2c(SCc3c(C(=O)OC)sc(N)c3C(=O)OC)nnc12 | 107.0 | 0.8
CC(=O)NCCCc1[nH]n(-c2ccccc2)c(=O)c1NC(=O)c1ccccc1 | 87.0* | -1.7*
CC(C)C(=O)Nc1ccccc1C(=O)O | 98.0 | -0.8
Cc1ccc(CNC(=O)c2nc(SCc3ccccc3F)ncc2Cl)cc1 | 101.0 | -1
O=C(Cn1c(CO)nc2ccccc21)NCC(F)(F)F | 101.0 | -0.4
O=S1(=O)CCC(NC(=S)Nc2ccccn2)C1 (centres undefined) | 105.0 | 1.1
COc1ccc(NC(=O)c2cnn(-c3ccc(C)c(C)c3)c2C2CCNCC2)cc1OC | 102.0 | -0.1
NCCSc1nnc2c(n1)[nH]c1ccccc12 | 98.0 | -0.1
CCN(CCN(C)C)C(=O)Cn1ncc2c([nH]c3ccc(C)cc32)c1=O | 112.0 | 0.6

A portion of the library. The share of hits here may be higher or lower than overall.
